# LYP phosphatase = inhibitors of LYP phosphatase, biochemical, fluorescence intensity, uHTS (AID 1779). recombinant LYP phosphatase, fluorescence intensity; higher % means a stronger effect. inhibition, % at 11.5 µM, or IC50 in µM where a hit was titrated. 290,000 tested, 0.054% active; in the data active means inhibition above about 50%;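 further: plate controls were vehicle with enzyme for no effect and no enzyme for full effect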
# Lipid droplet = hepatic lipid droplet formation modulation. 240,000 tested, 0.4% active. AML12 mouse hepatocytes, oleate lipid droplets, BODIPY imaging. AID 1656. inhibition, % at 6.5 µM;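 active means lipid droplet intensity inhibited by at least 50%, with more than 500 cells counted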
#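 Assay system: AML12 mouse liver cells | Compound: 6.5 µM single-point dosing | Schedule: Overnight exposure | Technique: Fluorescence imaging, 20x objective, two fields per well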
# GPR35 arrestin U2OS = inhibition of zaprinast-stimulated GPR35 beta-arrestin translocation – imaging, U2OS, beta-arrestin-GFP, zaprinast agonist, primary screen (AID 2058) | U2OS GPR35 beta-arrestin-GFP translocation imaging, zaprinast antagonism; higher % means a stronger effect | inhibition, % at 10 µM; hits with a dose series show IC50 in µM | 290,000 tested, 0.052% active;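 active means inhibition of at least 50% with at least 30 cells and total cytoplasm GFP at most 10,000,000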
# GPR55 LPI antagonism = inhibition of LPI-stimulated GPR55 beta-arrestin translocation – imaging, U2OS, beta-arrestin-GFP, LPI agonist, primary screen (AID 2013). U2OS GPR55 beta-arrestin-GFP translocation imaging, LPI antagonism; higher % means a stronger effect. one-dose inhibition, % at 10 µM; IC50 in µM for titrated hits. 290,000 tested, 0.13% active;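 active means spots per cell inhibited over 60%, with over 100 cells counted and total cytoplasm intensity under 500,000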;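 further: U2OS cells stably carrying GPR55 and arrestin-GFP stimulated by 5 µM LPI near EC80; imaged beta-arrestin-GFP aggregate spots per cell after agonist stimulation; plate controls were LPI-stimulated DMSO wells for no effect and DMSO wells without LPI for full effect; some results filed as inactive read as strong as hits; confirmed hits need IC50 under 10 µM and bright autofluorescent wells are also inconclusive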
# NTR1 ag = agonists of NTR1, primary screen, imaging, U2OS cells, beta-arrestin-GFP, high content (AID 493036). activation, % at 20 µM. 330,000 tested, 0.17% active. NTR1-U2OS beta-arrestin-GFP spot imaging, agonist mode;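 active means activation at or above 40% of the spot to cytoplasm intensity ratio, with at least 20 cells analyzed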;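 further: 0% = DMSO without peptide and 100% = 100 nM NTR1 peptide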
# Target sequence (P30989 whole entry, looked up): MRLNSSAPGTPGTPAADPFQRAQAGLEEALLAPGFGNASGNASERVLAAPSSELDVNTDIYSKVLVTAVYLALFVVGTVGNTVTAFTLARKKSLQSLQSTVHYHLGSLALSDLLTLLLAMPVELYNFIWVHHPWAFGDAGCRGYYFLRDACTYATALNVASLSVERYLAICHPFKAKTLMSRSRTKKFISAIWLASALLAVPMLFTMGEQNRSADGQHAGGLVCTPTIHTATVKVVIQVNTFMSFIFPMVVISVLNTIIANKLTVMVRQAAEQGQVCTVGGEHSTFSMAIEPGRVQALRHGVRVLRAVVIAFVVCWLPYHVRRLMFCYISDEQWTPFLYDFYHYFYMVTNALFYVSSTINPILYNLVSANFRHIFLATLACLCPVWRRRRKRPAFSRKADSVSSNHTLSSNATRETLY
# GPR55 beta-arrestin = selective activators of receptor GPR55 – imaging, U2OS cells, beta-arrestin-GFP redistribution, primary screen (AID 1961). U2OS GPR55 beta-arrestin-GFP redistribution imaging; higher % means a stronger effect. activation, % at 10 µM; hits with a dose series show EC50 in µM. 290,000 tested, 0.048% active;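 active means activation above 40% with more than 50 cells counted in the well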;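 further: U2OS osteosarcoma cells stably expressing GPR55 and beta-arrestin-GFP; plate controls were DMSO negative control for no effect and LPI positive control for full effect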
# Rac1 GTP hydrolysis = MgcRacGAP GTPase-activating activity inhibitors, confirmation, biochemical, ADP Hunter fluorescence; 340,000 tested, 0.6% active; one-dose inhibition, % at 30 µM; IC50 in µM for titrated hits; MgcRacGAP-stimulated Rac1 GTP hydrolysis, ADP Hunter fluorescence; higher % means a stronger effect; GST-tagged Rac1 F28L mutant substrate; AID 624330;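 active means first-screen hits whose inhibition reached a set limit at any dose in the follow-up dose series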;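 further: fluorescence reports GDP produced by GAP-driven GTP hydrolysis; strong numbers were not always called active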
# Large T inhibition = SV40 large T antigen inhibitors, biochemical (AID 1903) | SV40 large T antigen ATPase/helicase inhibition assay; higher % means a stronger effect | inhibition, % at 20 µM, or IC50 in µM where a hit was titrated | 310,000 tested, 0.39% active; in the data active means a potency from the dose series; further: strong numbers were not always called active
# T cell modulator = T cell immune modulators affecting CD8 T cell-vesicle binding; calls only at 7 µM; 330,000 tested, 0.068% active; AID 2052; 2C CD8+ T cell-vesicle binding, flow cytometry; active compounds read low;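 active means response, share of CD8 T cells binding vesicles, and their 90th percentile fluorescence all below set limits, cut at about 80% in these data, passing the limit was not always enough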
#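 material = purified 2C TCR transgenic mouse naive CD8+ T cells | controls = Unloaded micro-vesicles (low), QL9 vesicles with 0.7% DMSO (high) | detection = cytometric PE anti-B7-1 and Alexa647 anti-CD8 signals after 1% paraformaldehyde fixation | incubation = binding step 1.5 h, 37 °C, antibody labelling 20 min, ice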
# Lipid droplet cells 6.5 µM = recorded beside Lipid droplet, whose call it bears; cell count; measured here: cell count, cytotoxicity flag;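 cells counted across two imaged fields per well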
# T cell modulator vesicle-bound % = further read-out of T cell modulator, marked with its call; double positive events, %; measured here: CD8+ vesicle-bound cell fraction;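 binding gate set so that unloaded-vesicle control wells show 10% double positive cells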
# NTR1 ag cell count 20 µM = recorded beside NTR1 ag, whose call it bears; cell count; measured here: cell count, cytotoxicity flag
# Numbers without * were called inactive; i = inactive; . = no result given.
# A first look, 5 compounds:
# Order of results – LYP phosphatase	Lipid droplet	Lipid droplet cells 6.5 µM	GPR35 arrestin U2OS	GPR55 LPI antagonism	NTR1 ag	NTR1 ag cell count 20 µM	GPR55 beta-arrestin	Rac1 GTP hydrolysis	Large T inhibition	T cell modulator	T cell modulator vesicle-bound %
1	Cc1cc2c(cc1S(=O)(=O)N1CCN(c3ccccc3)CC1)OCCN2C
→ -5.8%	-1.2	788	11.0%	-5.8%	-1.4	103	-0.1%	-1.2%	18.3%	i	9.7
2	COc1cccc(/C=C/C(=O)Nc2cccc(C(C)=O)c2)c1OC
→ 2.3%	0.4	646	0.5%	7.4%	2.8	45	-0.3%	3.6%	6.5%	i	40.8
3	O=Cc1ccc(N2CCCCCC2)cc1
→ 0.2%	3.2	847	13.5%	-9.9%	1.2	48	-0.2%	5.1%	1.3%	i	1.4
4	O=C(CCC(=O)N1CCN(Cc2ccc(F)cc2)CC1)Nc1nnc(C2CCCCC2)s1
→ -5.2%	2.2	688	1.0%	13.3%	0.9	62	-0.1%	11.3%	10.6%	i	11.8
5	CC(C)c1nc2ccccc2n1CC(O)COC1CCCCC1 (stereo not given)
→ -3.9%	18.5	694	9.6%	-7.4%	-1.2	57	0.4%	-1.4%	9.3%	i	38.9

# The list itself, from the first entry:
# Order of results – LYP phosphatase	Lipid droplet	Lipid droplet cells 6.5 µM	GPR35 arrestin U2OS	GPR55 LPI antagonism	NTR1 ag	NTR1 ag cell count 20 µM	GPR55 beta-arrestin	Rac1 GTP hydrolysis	Large T inhibition	T cell modulator	T cell modulator vesicle-bound %
1	Cc1cc2c(cc1S(=O)(=O)N1CCN(c3ccccc3)CC1)OCCN2C
→ -5.8%	-1.2	788	11.0%	-5.8%	-1.4	103	-0.1%	-1.2%	18.3%	i	9.7
2	COc1cccc(/C=C/C(=O)Nc2cccc(C(C)=O)c2)c1OC
→ 2.3%	0.4	646	0.5%	7.4%	2.8	45	-0.3%	3.6%	6.5%	i	40.8
3	O=Cc1ccc(N2CCCCCC2)cc1
→ 0.2%	3.2	847	13.5%	-9.9%	1.2	48	-0.2%	5.1%	1.3%	i	1.4
4	O=C(CCC(=O)N1CCN(Cc2ccc(F)cc2)CC1)Nc1nnc(C2CCCCC2)s1
→ -5.2%	2.2	688	1.0%	13.3%	0.9	62	-0.1%	11.3%	10.6%	i	11.8
5	CC(C)c1nc2ccccc2n1CC(O)COC1CCCCC1 (stereo not given)
→ -3.9%	18.5	694	9.6%	-7.4%	-1.2	57	0.4%	-1.4%	9.3%	i	38.9
6	C=CCN(CC=C)Cc1c(C)[nH]c2ccc(C(=O)OCC)cc2c1=O
→ -9.4%	.	.	0.1%	4.1%	-0.1	54	0.0%	6.9%	-1.2%	i	18.3
7	O=C(CC12CC3CC(CC(C3)C1)C2)NC(=S)Nc1ccc(CN2CCOCC2)cc1
→ -2.1%	-6.3	745	-8.6%	1.4%	9.4	46	-0.1%	7.1%	10.2%	i	27.6
8	Cc1nc2ccccc2c(=O)n1NC(=O)c1ccc(Cl)cc1
→ -1.2%	-0.1	825	19.2%	-4.5%	-0.2	87	0.0%	5.9%	-2.4%	i	16.3
9	CCOc1ccc(Oc2cc(C)nc(SC)n2)nn1
→ -5.6%	-2.1	745	1.9%	6.7%	0.9	67	0.4%	4.6%	1.4%	i	39.8
10	Cc1c(C(=O)NCc2ccc3c(c2)OCO3)sc2nc(-c3ccccc3)cn12
→ -2.7%	.	.	0.4%	6.9%	2.2	96	0.4%	-5.0%	3.3%	i	25.5
11	CC(C)(C)NC(=O)CN(C(=O)CSc1nnc(COc2ccccc2)o1)c1cccc(F)c1
→ -7.8%	-8.8	776	5.5%	11.3%	-1.0	44	0.0%	1.1%	11.7%	i	40.9
12	CC(C)c1ccc(NC(=O)c2ccc(NC3=NC4CS(=O)(=O)CC4S3)cc2)cc1 (stereo not given)
→ 4.7%	-18.5	641	-8.4%	5.3%	2.2	62	-0.1%	6.1%	5.3%	i	35.4
13	Cc1ccsc1CN(C)C(=O)CCc1nnc(COc2ccccc2)o1
→ -6.4%	-4.5	713	5.7%	-5.9%	-1.4	75	-0.2%	10.1%	29.0%	i	57.4
14	COc1ccc(CN2C(=O)c3cccnc3C2=O)cc1S(=O)(=O)N1CCOc2ccc(C)cc21
→ -3.2%	-3.7	691	-0.6%	-0.8%	1.3	53	-0.2%	14.6%	6.3%	i	5.6
15	Cc1ccc(C(=O)N2CCC(C(=O)NC3CCCC3)CC2)cc1
→ -6.3%	11.2	823	2.7%	-4.9%	-1.0	29	0.5%	5.9%	3.5%	i	24.4
16	O=C(CNS(=O)(=O)c1ccccc1)OCC(=O)c1ccc(OC(=O)c2ccccc2)cc1
→ -4.0%	.	.	-6.6%	-3.2%	1.9	86	0.9%	-1.9%	0.9%	i	32.3
17	COc1ccc(Cn2cnc3c([N+](=O)[O-])c(C)c(C)cc32)cc1
→ -2.1%	.	.	-11.7%	27.3%	6.3	68	-0.2%	4.4%	9.0%	i	12.8
18	CCC(=O)N1CCc2cc(OC)c(OC)cc2C1COc1ccccc1OC (stereo not given)
→ -5.4%	15.3	784	-11.2%	3.5%	.	.	0.2%	1.7%	2.1%	.	.
19	CC(C)CC(=O)Nc1nc2ccc(S(=O)(=O)N3CCOCC3)cc2s1
→ 2.5%	.	.	7.4%	-0.4%	-1.3	46	-0.2%	-3.1%	0.9%	i	27.6
20	COC(=O)c1ccc(N2CCOCC2)c(NC(=O)c2ccc3c(c2)OCCO3)c1
→ 0.5%	1.1	822	6.7%	9.4%	0.2	58	-0.2%	6.7%	30.6%	i	15.4
21	O=C(NCCCN1CCOCC1)c1ccccc1NS(=O)(=O)c1ccc(Br)cc1
→ -4.3%	-0.4	704	-3.4%	9.5%	0.1	47	0.9%	0.4%	14.3%	i	14.9
22	COC(=O)CCc1c(C)c(C(=O)c2ccco2)c2ccccn12
→ -9.3%	-23.7	814	16.2%	-7.3%	6.5	55	-0.2%	9.8%	-0.4%	i	56.4
23	CCOc1ccccc1NC(=O)C1CCCN(S(=O)(=O)c2cccc3cccnc23)C1 (stereo not given)
→ -1.0%	-23.2	629	-0.3%	0.5%	-4.4	49	-0.3%	-3.6%	-0.7%	i	66.0
24	Cc1ccc(NC(=S)NC2CC3CCC(C2)N3Cc2ccco2)cc1C (stereo not given)
→ -5.6%	.	.	3.3%	18.0%	1.1	49	0.7%	8.2%	2.9%	i	41.6
25	NC(=O)C1CCN(CCC(=O)Nc2ccc(Br)cc2)CC1
→ -10.8%	-2.6	681	2.6%	-9.9%	0.9	83	-0.3%	2.6%	5.3%	i	22.1
26	O=C(O)/C=C/C(=O)Nc1ccc(S(=O)(=O)N2CCCC2)cc1
→ -7.9%	-0.1	696	-9.6%	-9.0%	0.5	39	0.4%	3.7%	20.2%	i	50.0
27	Cc1cc(C)nc(SCC(N)=O)n1
→ -0.2%	-17.9	701	2.7%	1.9%	1.7	49	-0.3%	11.7%	9.3%	i	44.4
28	CN1CCN(C(=O)c2ccccc2NC(=O)c2ccc(C(C)(C)C)cc2)CC1
→ 1.7%	-17.3	646	4.7%	-1.1%	-0.4	40	-0.1%	1.1%	6.1%	i	17.9
29	COc1ccc(Cl)cc1CSc1n[nH]c(C)n1
→ -11.7%	11.3	786	-7.3%	-0.7%	-0.6	67	0.1%	1.8%	-4.6%	i	48.4
30	CC1(C)CC(=O)c2cnc(NC3CC3)nc2C1
→ -7.8%	-5.9	683	-10.0%	-1.7%	0.6	97	-0.1%	-0.4%	-1.1%	i	57.9
31	O=Cc1c(N2CCCCCC2)nc2ccccn2c1=O
→ 0.1%	.	.	7.1%	3.6%	-1.2	50	-0.1%	5.4%	2.9%	i	13.5
32	CCOc1ccc(N(CC(=O)NCc2ccco2)S(=O)(=O)c2ccc(OC)c(OC)c2)cc1
→ -1.9%	13.1	670	15.3%	-3.9%	0.5	54	0.6%	2.9%	21.9%	i	32.5
33	CCC(=O)N1CCC(C(N)=O)(N2CCCCC2)CC1
→ -7.0%	-2.6	711	-12.7%	7.0%	1.9	52	-0.3%	5.3%	17.2%	i	16.0
34	O=S(=O)(Nc1ccc(F)cc1)N1CCOCC1
→ -9.6%	7.6	806	1.8%	0.4%	-0.2	60	-0.3%	7.5%	2.9%	i	22.9
35	O=C(COC(=O)c1c[nH]c(=O)[nH]c1=O)Nc1ccccc1Br
→ -9.8%	19.2	677	13.7%	-4.6%	0.6	52	0.7%	-2.4%	5.9%	i	21.5
36	CC(C)C(NC(=O)c1ccco1)C(=O)OCC(=O)Nc1ccc(C(N)=O)cc1 (stereo not given)
→ -7.2%	-2.2	659	-12.6%	-4.4%	-1.1	69	1.3%	-2.4%	6.9%	i	23.2
37	CC(=O)c1cccc(OCc2cc(C(=O)N3C[C@H]4CC[C@H]3C4)no2)c1
→ -6.1%	-19.0	709	-1.6%	2.8%	0.1	62	-0.2%	2.6%	6.6%	i	2.9
38	O=C(COc1ccccc1)NCC(=O)N/N=C/c1ccc(Cl)cc1
→ -13.0%	1.9	856	-15.5%	13.0%	-0.3	55	1.4%	6.5%	1.0%	i	60.2
39	O=C(CCS(=O)(=O)c1cc2c(cc1Cl)NC(=O)CO2)NCc1ccccc1
→ -12.1%	5.3	762	-14.7%	-1.2%	-0.6	66	0.1%	-19.2%	1.0%	i	17.2
40	CCNc1ccc(S(=O)(=O)NCCN(C)C)cc1[N+](=O)[O-]
→ -4.8%	11.3	651	-15.4%	-5.4%	-1.5	56	0.3%	12.7%	7.7%	i	47.0
41	Cc1cc(C(=O)N/N=C/c2ccc(Br)o2)n[nH]1
→ 3.8%	9.8	762	1.3%	6.3%	-0.3	64	-0.2%	11.1%	17.6%	i	7.9
42	O=C1OCCC1Sc1nnc(-c2cccc(Br)c2)o1 (stereo not given)
→ -7.2%	-1.1	678	10.4%	3.9%	5.8	54	-0.1%	5.9%	-6.4%	i	18.1
43	CC(C)(C)NC(=O)CSC(=Nc1ccc(F)cc1)NC#N
→ -6.2%	.	.	21.6%	11.2%	0.4	49	-0.1%	8.2%	-0.6%	i	49.2
44	CC(NC(=O)CCN1C(=O)c2ccccc2S1(=O)=O)c1ccccc1 (stereo not given)
→ .	.	.	.	.	-0.6	59	.	5.8%	7.3%	i	42.9
